Bioassay records (PubChem)
HCMV antiviral = human cytomegalovirus inhibition | activity change, negative = inhibition, % at 57.5 µM | 410,000 compounds, 4.5% hits | HFF cells, HCMV-luciferase reporter, 72 h; stronger effect = lower value; in the data active = activity change below about -60%; inconclusive = no clear call, values can overlap the other calls; inactive = above about -39%
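After 16 h attachment at 37C, HFF cells received test compound and HCMV-luciferase (1 PFU/cell); reporter luminescence read 72 h later, data normalized against buffer-only and known inhibitor Salinomycin.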
Sm TGR inh = inhibitors of Schistosoma mansoni thioredoxin glutathione reductase; Q962Y6; purified TGR, DTNB reduction, TNB absorbance 405 nm; Potency, µM (top dose mostly 114 µM), inactives show at the highest dose activity change, negative = inhibition, most hits filed as inhibitors; 360,000 compounds, 3% hits; also: potency is read from the fitted curve at half-maximal effect; nearly all actives have a fitted effect of over 60% in size
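Kinetic colorimetric format: TGR-catalysed, NADPH-driven DTNB reduction monitored via TNB absorbance. Enzyme dispensed at 20 nM; compound exposure 15 min at room temperature before reaction start.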
AmpC inh no detg = inhibitors of E. coli AmpC beta-lactamase without detergent; AmpC nitrocefin hydrolysis, absorbance 480 nm, 0.0001% Triton; Potency, µM (series often up to 57.1 µM), for the others: top-dose activity change, negative = inhibition, usual class: inhibitors; 330,000 compounds, 0.52% hits;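 also: potency is read from the fitted curve at half-maximal effect; plate controls were no compound for no effect and no enzyme for full effect; nearly all actives have a fitted effect of over 20% in size; some results filed as inactive show a strong effect at the top dose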
Target sequence (P00811 whole entry, looked up): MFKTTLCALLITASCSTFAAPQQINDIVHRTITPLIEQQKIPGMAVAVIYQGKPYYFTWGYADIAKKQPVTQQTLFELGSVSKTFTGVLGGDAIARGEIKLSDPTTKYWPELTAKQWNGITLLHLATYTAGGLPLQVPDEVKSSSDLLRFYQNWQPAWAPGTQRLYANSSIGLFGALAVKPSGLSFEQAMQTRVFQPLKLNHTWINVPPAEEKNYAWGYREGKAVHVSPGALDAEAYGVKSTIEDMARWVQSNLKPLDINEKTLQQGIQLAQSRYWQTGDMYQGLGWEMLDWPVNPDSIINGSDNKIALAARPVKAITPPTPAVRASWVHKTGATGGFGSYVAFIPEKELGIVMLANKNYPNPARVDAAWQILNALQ
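AmpC (5.3 nM in the dispensed reagent) in 20 mM phosphate pH 7.0 with 0.01% (detergent screen) or 0.0001% Triton X-100 was preincubated with compounds for 15 min at room temperature. Nitrocefin was then added from an 800 uM solution, and hydrolysis was followed at 480 nm.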
HCV inh = inhibitors of hepatitis C virus infection; Huh7.5.1 HCVcc-Cre infection, luciferase reporter, 44 h; Potency, µM (highest dose often 41.8 µM), inactives show at the highest dose activity change, negative = inhibition, hits mostly inhibitors; 340,000 compounds, 3.4% hits; also: potency is read from the fitted curve at half-maximal effect
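Compounds are dispensed onto cells plated 4 h earlier at 1,000 per well, with HCVcc-Cre virus (about 0.5 moi) added next. Following 44 h of culture, luminescent signal is measured for 15 sec after 15 min with substrate at room temperature.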
AmpC inh detg = inhibitors of E. coli AmpC beta-lactamase with detergent; P00811; AmpC hydrolysis of nitrocefin, absorbance 480 nm, 0.01% Triton; Potency, µM (top dose mostly 114 µM), for the others: at the top dose activity change, negative = inhibition, most hits filed as inhibitors; 370,000 compounds, 0.041% hits; AID 485294;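 also: potency is read from the fitted curve at half-maximal effect; 0% = no-compound wells and -100% = no-enzyme wells; nearly all actives have a fitted effect of over 25% in size; some results filed as inactive show a strong effect at the top dose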
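20 mM phosphate pH 7.0 + 0.01% (detergent screen) or 0.0001% Triton X-100; 5.3 nM AmpC reagent; cpd preinc 15 min RT; nitrocefin (800 uM stock) to start; A480 q20 s × 4 min; Activity was normalised to no-enzyme and no-compound control wells.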
Giardia FBPA inh = inhibitors of Giardia lamblia fructose-1,6-bisphosphate aldolase. 290,000 compounds, 0.71% hits. A8B2U2. Potency, µM (doses to about 59.6 µM), inactives show at the top dose activity, negative = inhibition, hits mostly inhibitors. purified Giardia FBPA; also: potency is read from the fitted curve at half-maximal effect; nearly all actives have a fitted effect of over 55% in size
Target sequence (A8B2U2 whole entry, looked up): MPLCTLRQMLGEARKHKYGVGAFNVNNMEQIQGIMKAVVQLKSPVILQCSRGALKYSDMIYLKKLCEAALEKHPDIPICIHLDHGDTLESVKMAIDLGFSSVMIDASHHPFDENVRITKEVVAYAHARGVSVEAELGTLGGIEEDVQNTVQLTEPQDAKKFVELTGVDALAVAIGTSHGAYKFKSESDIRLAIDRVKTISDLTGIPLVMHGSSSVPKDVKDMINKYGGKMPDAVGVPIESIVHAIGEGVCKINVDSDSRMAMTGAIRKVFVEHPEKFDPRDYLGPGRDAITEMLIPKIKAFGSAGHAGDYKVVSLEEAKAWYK
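40 nM FBPA preincubated 10 min at RT with compound (up to 57.5 uM final), then substrate plus GAPDH/TPI/NAD/arsenate coupling and diaphorase/resazurin added. Fluorescence read after 20 min at RT, 525/598 nm.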
* hit, by the source's call; ? = inconclusive; . = not tested or not shown; & = joins results of further samples; ! = not confirmed by another sample; [ ] = another dose, or the depositor's remark. Unless noted, calls follow the shape of the dose curve; as a rule, active = well fitted curve in the direction sought with a large enough effect; inconclusive = small, poorly fitted or top-dose-only effect, or another doubt; inactive = no such curve, though single readings can be large; an effect the other way counts as inactive or inconclusive. Unless noted, % is scaled to controls: 0 for no effect and ±100 for the full control effect.

mol	HCMV antiviral	Sm TGR inh	AmpC inh no detg	HCV inh	AmpC inh detg	Giardia FBPA inh
COc1ccc(N2CC(NC(=O)N3CCc4ccccc43)CC2=O)cc1OC (configuration not stated)	-6	8%	26%	-6%	1%	1%
CC(NS(=O)(=O)c1ccc(F)cc1)C(c1cccs1)N1CCN(C)CC1 (configuration not stated)	31	-2%	-21%	-15%	-1%	0%
COc1ccc(-c2cc(C(F)(F)F)n3nc(C(=O)N4CCCC4)cc3n2)cc1	43	3%[11.4 µM]	-12%	?	-4%	10%
CCC(C)Sc1nc2c([nH]c3ccccc32)c(=O)n1C (configuration not stated)	11&-10	-2%&11%	-28%	1%	?	-1%
O=C(NCc1ccccc1)c1ncn[nH]1	?	-11%	-11%	24%	-5%	-10%
COc1ccc(N/N=C(/C#N)S(=O)(=O)C(C)(C)C)cc1	-1	2%	-35%	-1%	4%	-6%
Nc1nc(COc2ccc3ccccc3c2)cs1	62	-12%	.	?	0%	7%
O=C(N/N=C/c1c[nH]c2ccccc12)c1ccc(Br)cc1	73	-4%	20µM*	29%	-11%	-1%
COc1ccc(NC(=O)CN(C)C(=O)c2cccc(-n3cccc3)c2)cc1	-7	-2%	-19%	-9%	0%	.
O=C(CC1COc2ccccc2O1)Nc1ccccn1 (configuration not stated)	?	-24%	-24%	0%	?	-5%
CC(=O)Nc1ccc2nc(SCC(=O)Nc3ccc(N4CCOCC4)c(Cl)c3)sc2c1	-36	6%	70%[activator]	?	-2%	2%
COC(=O)COc1ccc(C2NC(=O)NC(c3ccccc3)=C2C(C)=O)cc1Br (configuration not stated)	-15	6%	24%	14%	7%	8%
O=C(Nc1nnc(C2CC2)s1)c1cc(S(=O)(=O)N2CCCCC2)ccc1N1CCOCC1	-29	1%	136%[activator]	10%	3%	-2%
CCOc1ccc(OCC)c(NC(=O)c2[nH]c(C)c(C(C)=O)c2C)c1	1	-3%	-8%	-26%	13%	-15%
CC(C(=O)O)N1C(=O)CSc2ncccc21 (configuration not stated)	15	-38%	-16%	11%	-1%	-1%

5 neighbouring entries out of the list so far, for reference:
mol	HCMV antiviral	Sm TGR inh	AmpC inh no detg	HCV inh	AmpC inh detg	Giardia FBPA inh
CCC(C)Sc1nc2c([nH]c3ccccc32)c(=O)n1C (configuration not stated)	11&-10	-2%&11%	-28%	1%	?	-1%
O=C(NCc1ccccc1)c1ncn[nH]1	?	-11%	-11%	24%	-5%	-10%
COc1ccc(N/N=C(/C#N)S(=O)(=O)C(C)(C)C)cc1	-1	2%	-35%	-1%	4%	-6%
Nc1nc(COc2ccc3ccccc3c2)cs1	62	-12%	.	?	0%	7%
O=C(N/N=C/c1c[nH]c2ccccc12)c1ccc(Br)cc1	73	-4%	20µM*	29%	-11%	-1%

(cont.)
mol	HCMV antiviral	Sm TGR inh	AmpC inh no detg	HCV inh	AmpC inh detg	Giardia FBPA inh
COc1ccc(OC)c(S(=O)(=O)NC(C)(C)C)c1	-7	1%	-23%	4%	?	1%
COc1nc(OC)nc(N2CCC(C(=O)Nc3cccc4ccccc34)CC2)n1	47	-7%	35%	-26%	-17%	-3%
CCCS(=O)(=O)c1c(S(=O)(=O)CCC)c2ccc(C(N)=O)cn2c1C(=O)OC	-11	48%[activator]	1%	0%	-14%	2%
CS(=O)(=O)Nc1ccc(S(=O)(=O)N2CCCC2)cc1	25	-5%	-11%	17%	-4%	6%
O=C(c1nn2c(C(F)(F)F)cc(-c3ccco3)nc2c1Br)N1CCCc2ccccc21	-17	35µM*	-4%	13µM*!	?	2%
c1ccc(Oc2cccc(CN3CCCCC3)c2)cc1	-27	0%	1%	?	-6%	-1%
CCCN(CC(=O)Nc1ccccc1C)C(=O)c1ccc(S(=O)(=O)N2CCCC2)cc1	-18	0%	-12%	?	-4%	.
COc1cccc2c(=O)n(CC(=O)N3CCC(C)CC3)ccc12	15	4%	?	25%	?	1%
Cc1ccc(C(C)C)c(OCCCCN2CCNCC2)c1	-26	3%	-2%	?	-7%	?
Cc1cc(C)n2c(SCC(=O)Nc3cc(C)on3)nnc2n1	-14	-11%	-28%	2%	-14%	-4%
O=C(c1ccccc1-c1nc2ccccc2[nH]1)N1CCCCC1	-4	-1%	-14%	16%	?	7%
CCn1cc(C(=O)NCCCOC(C)C)c(=O)c2cc(S(=O)(=O)N3CCOCC3)ccc21	0&21	6%&2%	145%[activator]	9%	4%&2%	.
COc1cc(Cl)c(C)cc1NC(=O)c1cc2c(s1)-c1c(C)cccc1OC2	9	-5%	.	.	1%	.
Cc1ccc(-n2ncc3c2CC(C)(C)CC3NC(=O)CCc2ccncc2)cc1 (configuration not stated)	-24	0%	73%[activator]	-16%	?	0%
NS(=O)(=O)c1ccc(CCNC(c2ccccc2)c2ccccc2)cc1	-8	-3%	-38%	-14%	?	2%
Cc1cc(S(=O)(=O)N2CCOCC2)ccc1OCC(=O)NCc1ccco1	22	-9%	-2%	8%	-15%	5%
Cc1cc(-c2ccc3ccccc3c2)n2ncnc2n1	19	-2%	-2%	0%	-11%	1%
CC(C)(C)C(=O)NC(=S)Nc1ccc(F)cc1	9	?	-10%	-9%	11%	-1%
COc1ccc(C(=O)/C=C/C(=O)N(CC(=O)NC2CCCCC2)Cc2ccccc2)c(O)c1	-99*	1.4µM*	18%	?	-2%	6%
CCOc1ccc(NC(=O)c2ccc3nccnc3c2)cc1	9	-14%	-10%	?	-7%	-11%
Cc1ccc(NC(=O)COC(=O)C2(CC(=O)NC(C)C)CCCC2)cc1C	-16	.	28%	-27%	.	.
Cc1csc(SCCn2c(N3CCCC3)nc3c2c(=O)[nH]c(=O)n3C)n1	18	5%	-13%	0%	-2%	5%
CCOc1ccccc1NC(=S)N(CCN(C)C)C(C)c1ccncc1 (configuration not stated)	-31	3%	1%	20%	5%	-7%
COc1ccc(OC)c(C(=O)COC(=O)CNC(=O)C2CCCCC2)c1	34	-1%	-27%	-5%	10%	4%
COc1ccc(NC(=O)c2sc3ncn(CC(=O)N4CCN(c5ccccn5)CC4)c(=O)c3c2C)cc1OC	-32	16%	187%[activator]	?	-1%	-9%
Cc1ccc(NC(=S)N/N=C2\CC(C)(C)Oc3ccc(O)cc32)cc1	33	3%	-19%	?	-2%	-1%
Cc1ccc(NC(=O)Cn2cnc3c(NCc4ccccc4)ncnc32)cc1C	-3	.	-6%	7%	.	.
O=C(OCC(=O)N1CCCc2ccccc21)c1ccccc1[N+](=O)[O-]	-25	-20%	-12%	0%	-22%	.
CCc1nnc(NC(=O)CSc2nc3cc4c(cc3cc2C)OCCO4)s1	-16	-32%	-19%	14%	1%	0%
COc1ccc(N=C2SC(CC(=O)Nc3ccccc3F)C(=O)N2Cc2ccco2)cc1 (configuration not stated)	-16	-20%	-25%	-25%	-2%	-9%
CCOc1cc(/C=N/N=C2/NC(=O)C(CC(=O)O)S2)ccc1OCc1ccc(Cl)cc1Cl (configuration not stated)	.	.	-47%	-5%	?	10%
O=C(Nc1ccc(F)cc1)Nc1nnc(Cc2ccccc2F)s1	-24	-1%	-34%	-29%	?	8%
COCCNC(=O)C(c1ccc(O)cc1)N(Cc1ccccc1)C(=O)CCC(=O)Nc1ccccn1 (configuration not stated)	-26	-8%	15%	17%	1%	.
Cc1ccc(-c2ccc(SCC(=O)Nc3cc(C)on3)nn2)cc1	-8	-5%	-40%	16%	-7%	4%
Cc1ncccc1C(=O)N1CCCC(CNC(=O)C2(c3ccc(Cl)cc3)CC2)C1 (configuration not stated)	-5	0%	2%	13%	-2%	7%
CCOC(=O)c1cnc(Nc2ccc(OCC)cc2)nc1C	25	1%	-11%	-3%	?	0%
Cc1ccc(NC(=O)CSCc2nc3c(nnn3Cc3ccc(F)cc3)c(=O)[nH]2)c(C)c1	?	12%	-25%	8%	2%	-2%
CCN(CC)c1ccc(C2Nc3cccc4cccc(c34)N2)cc1	11	-54%	-15%	-3%	-5%	-25%
COc1ccc(CCN(C)C(=O)c2c(C)noc2C)cc1OC	-6	2%	-8%	2%	-11%	.
CNC(=O)c1c(NC(=O)CCS(=O)(=O)c2ccc(F)cc2)sc(C)c1C	-22	-8%	0%	13%	-20%	.
Cc1ccc(C)c(S(=O)(=O)N2CCCOC2CNC(=O)C(=O)NC2CC2)c1 (configuration not stated)	6	-20%	16%	25%	-10%	.
CCOC(=O)c1ccc(N2C(=O)CC(N3CCC(C(=O)OCC)CC3)C2=O)cc1 (configuration not stated)	10	?	54%	0%	?	5%
COC(=O)c1sc(NC(=O)C2CCCCC2C(=O)O)c(C(=O)OC)c1C (configuration not stated)	-10	-3%	-17%	1%	-13%	?
CCN(CC)c1nc2c(c(=O)n(C)c(=O)n2C)n1CC(=O)c1ccccc1	26	10%	50%	3%	5%	-2%
CC(/C=N/NC(=O)c1cc(C(C)(C)C)[nH]n1)=C\c1ccccc1	2	2%	-48%	14µM*	?	4%
CN(C)C(=O)c1ccc(NC(=O)c2cc(-c3ccco3)nc3ccccc23)cc1	39	14%	-8%	-13%	0%	.
CCOc1ccc(NC(=O)c2sc(-n3nc(C)c(Cc4ccc(Cl)cc4)c3C)nc2C)cc1	-29	3%	.	.	-6%	.
COC(=O)CN1C(=S)N(c2ccc(Cl)cc2)C(=O)C1CC(=O)Nc1ccc(Cl)cc1 (configuration not stated)	-5	-13%	0%	14%	3%	-7%
Cc1ccc(-c2nc(CN(Cc3c(C)nn(C)c3C)C(C)C)c(C)o2)o1	?	-20%	38%	-11%	-2%	0%
Cc1nn(-c2ccccc2)c2sc(C(=O)Nc3cccc(O)c3)cc12	-31	7%	.	.	11%	.
COC(=O)Nc1ncc(CN2CCc3ccccc3C2)s1	8	-9%	-22%	-20%	?	-18%
CN(C)CCNC(=S)Nc1ccc(-c2nc3ccccc3[nH]2)cc1	116	-8%	-26%	-20%	3%	0%
COc1cc(OC)cc(C(=O)n2nc(C)cc2C)c1	28	-1%	-18%	2%	-1%	-3%
O=C(c1cc2nc(C3CC3)cc(C(F)(F)F)n2n1)N1CCCC1	67	4%	2%	-4%	3%	6%
O=C(/C=C/Nc1ccccc1OC(F)(F)F)C(F)(F)F	-9	6%	-17%	-4%	7%	-2%
COc1ccc(C(=O)NCCn2cc(SCC(=O)Nc3ccc4c(c3)OCCO4)c3ccccc32)cc1OC	-11	3%	.	.	-1%	.
O=C(Nc1ccc(NC(=S)NC(=O)c2cccs2)cc1)c1ccccc1	-30	14%	-36%	?	-5%	-11%
O=C1CN(C(=O)N[C@@H](Cc2ccccc2)C(=O)N[C@@H](Cc2ccccc2)C(=O)O)c2ccccc2N1	-9	-3%	-13%	13%	-9%	4%
